OX1R antag-1 = OX1R (HCRTR1) antagonists, primary screen, fluorescence, CHO/OX1R cells, Fluo-8 calcium, orexin A. Orexin/Hypocretin receptor type 1 (Homo sapiens), O43613. hit rate 0.43% among 330,000. Fluo-8 calcium fluorescence. AID 434989, 2010. inhibition, % at 5 µM;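 active = inhibition above its plate's threshold, mean inhibition of all tested compounds on the plate plus 3 SD, cut at about 37% in these data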;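 note: 0% = orexin A challenge wells and 100% = SB-334867-A antagonist wells; not every result past the cut was called active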
Target sequence (O43613 whole entry, looked up): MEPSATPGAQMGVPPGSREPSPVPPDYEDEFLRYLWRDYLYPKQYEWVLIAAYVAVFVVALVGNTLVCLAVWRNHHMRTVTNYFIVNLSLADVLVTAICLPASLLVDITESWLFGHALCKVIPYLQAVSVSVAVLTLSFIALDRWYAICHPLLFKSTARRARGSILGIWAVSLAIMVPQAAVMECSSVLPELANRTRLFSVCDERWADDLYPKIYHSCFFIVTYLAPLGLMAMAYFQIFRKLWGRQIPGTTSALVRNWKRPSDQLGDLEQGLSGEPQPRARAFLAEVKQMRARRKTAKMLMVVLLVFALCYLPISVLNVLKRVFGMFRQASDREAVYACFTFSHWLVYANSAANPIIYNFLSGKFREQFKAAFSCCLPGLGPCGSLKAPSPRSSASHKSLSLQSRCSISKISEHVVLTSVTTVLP
OX1R antag-2 = antagonists of human orexin 1 receptor (OX1R) | Orexin/Hypocretin receptor type 1 (Homo sapiens), O43613 | AID 485270, 2010 | inhibition, % at 6.6 µM | hit rate 1.8% among 330,000 | OX1R-expressing cells, FRET antagonist read-out; in the data active = inhibition mostly above about 38%, no sharp cut-off; inactive = mostly below about 40%;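 note: 0% = agonist challenge alone and 100% = reference antagonist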
Active calls of the source: *.

Results follow in this order: OX1R antag-1	OX1R antag-2
COc1ccc(C(C)=O)cc1CN1C(=O)C(C)N(c2ccc(C)cc2)C1=O (configuration not stated)
  -26	24
Cc1cc(-n2cccn2)ccc1CN1CCN(CC(C)C)C(CCO)C1 (configuration not stated)
  -24	4
CC(=O)c1c(C)[nH]c(C(=O)OCc2ccc(Br)cc2)c1C
  -4	35
COc1ccc(NC(=O)c2ccc(Cl)c(NC(=O)c3ccncc3)c2)cc1
  -23	14
CC(=O)Nc1ccc(S(=O)(=O)Nn2cnnc2)cc1
  1	8
CCN(CC)c1ccc(C(=O)OCC(=O)NC2CCCCC2C)cc1 (configuration not stated)
  -15	12
Cc1ccc(NC(=O)CSc2nnc(NC(=O)C3CC3)s2)cc1C
  -8	12
COc1ccc(-c2csc(NC(=O)CN3C(=O)C4CC=CCC4C3=O)n2)cc1 (configuration not stated)
  -8	12
CC1CN(c2ccc(C(F)(F)F)cc2[N+](=O)[O-])CCN1S(C)(=O)=O (configuration not stated)
  10	1
C=CCNC(=O)c1c(N)n(-c2ccc3c(c2)OCO3)c2nc3ccccc3nc12
  -6	18

The listing continues:
Results follow in this order: OX1R antag-1	OX1R antag-2
CCOC(=O)c1c(NC(=O)c2cc(-c3cccc(O)c3)on2)sc(C(C)=O)c1C
  -19	8
O=C(Nc1ccc2c(c1)OCCO2)C1CCCN(S(=O)(=O)c2cccnc2)C1 (configuration not stated)
  -30	15
COC(=O)c1ccc(-n2cnc3ccccc32)nc1
  0	24
CC(C)(C)CN1CCNC(=O)C1CC(=O)NCCc1ccccc1F (configuration not stated)
  -30	20
O=C1CN(C(=O)CCN2CCOCC2)C(c2ccccc2)c2cc(Br)ccc2N1 (configuration not stated)
  -28	1
Cc1cc2c(cc(C(=O)NCc3cccnc3)n2Cc2ccc(Cl)cc2)o1
  -30	7
O=C(CSc1ccc(C(F)(F)F)cc1[N+](=O)[O-])NCCOc1ccccc1
  -16	17
O=C(CSc1nc2scc(-c3ccccc3)c2c(=O)[nH]1)NCCc1ccccc1
  -9	10
CCCC1(CCC)NC(=O)N(CC(=O)N2CCc3ccccc32)C1=O
  -35	3
CCOC(=O)N1CCC(N2CCN(S(=O)(=O)c3ccc(C)cc3)CC2)CC1
  -21	21

Going on with the list:
Results follow in this order: OX1R antag-1	OX1R antag-2
C/C(=N\NC(=S)NC(C)C)c1ccccc1
  -17	18
C=CCNC(=S)NNC(=O)c1cccn(Cc2ccc(Cl)cc2Cl)c1=O
  -12	5
CCn1c(COc2cccc(OC)c2)nnc1SCC(=O)Nc1cccc(OC)c1
  -20	4
COc1ccc(-c2cc(C(=O)NCC(c3ccccc3)N(C)C)c3ccccc3n2)cc1OC (configuration not stated)
  -32	7
O=C1NC(=O)C(=C2CCCCCC2)S1
  1	5
Cc1ccccc1C(=O)N1CCN(c2ccc(NC(=O)c3cccc(OC(C)C)c3)cc2)CC1
  -18	24
COc1ccc(NC(=O)/C(C#N)=C\c2ccc(OCc3ccc(C(=O)O)cc3)c(OC)c2)cc1
  2	11
NC1=NC[C@H](c2ccccc2)N1CCc1cc(C(F)(F)F)cc(C(F)(F)F)c1
  -13	30
CC(C)CC(=O)Nc1cc2nn(-c3ccccc3)nc2cc1Cl
  -16	6
Cc1ccc(C(=O)Nc2ccccc2)cc1S(=O)(=O)Nc1ccc(Cl)cn1
  -27	10

Next part
Results follow in this order: OX1R antag-1	OX1R antag-2
O=C(CN1C(=O)c2cccc3cccc1c23)Nc1ccccc1
  -24	26
NC(=O)CC1C(=O)N(c2ccc(Cl)cc2)C(=S)N1NC(=O)c1cccc(F)c1 (configuration not stated)
  0	10
O=C(Oc1ccc(Br)cc1C(=S)N1CCOCC1)c1ccc(F)cc1
  -20	8
CCn1c(=O)c(C(=O)Nc2ccsc2C(=O)OC)c(O)c2ccccc21
  17	3
COc1ccccc1NC(=O)NC1(C(=O)N2CCN(C)CC2)CCCCC1
  -1	15
COc1cc(NC(=S)NCCc2ccccc2)c(OC)cc1NC(=O)C(C)C
  -23	-1
COc1ccc2c(c1)c(CC(=O)OCC(=O)N(C)C)c(C)n2C(=O)c1ccc(Cl)cc1
  -18	10
CC(=O)Nc1ccccc1C(=O)C(=O)Nc1cccc(C(=O)NCc2ccc(C)cc2)c1
  -30	4
OCC1(Cc2cccc(F)c2)CCN(Cc2ccc3cccc(F)c3n2)CC1
  -33	20
O=C(CSc1ccc(-c2ccco2)nn1)NCCc1ccccc1
  -22	25

Going on with the list.
Results follow in this order: OX1R antag-1	OX1R antag-2
Cc1cccc(OCCCC(=O)Nc2ccc(S(N)(=O)=O)cc2)c1
  19	17
O=C(COC(=O)c1ccccn1)NCCc1ccc(Cl)cc1
  -9	6
Cc1c(C(=O)N2CCCCC2)c(S(=O)(=O)N2CCc3ccccc32)c(C)n1C
  -20	9
O=C(COc1ccccc1[N+](=O)[O-])OCCCOC(=O)COc1ccccc1[N+](=O)[O-]
  -9	6
Cn1cnc2cc(OC(=O)c3ccccc3)ccc21
  -11	-2
CCOCCCN1CC(=O)N2[C@@H](Cc3c([nH]c4ccccc34)C2(C)C)C1=O
  -29	12
CN1CCCN(S(=O)(=O)c2cccc(Cl)c2Cl)CC1
  -5	13
CC(C)CC1(C(=O)O)NC(c2ccccc2O)C2C(=O)N(C(C)C)C(=O)C21 (configuration not stated)
  6	11
COc1ccc2c(c1)C(C)=CC(C)(C)N2C(=O)C(C)N1C(=O)c2ccccc2C1=O (configuration not stated)
  -23	8
CS(=O)(=O)NN1C(=O)c2ccccc2NC1c1ccccc1F (configuration not stated)
  4	0

The list goes on.
| Compound | OX1R antag-1 | OX1R antag-2 |
| --- | --- | --- |
| Cc1nc2nc(Cc3ccccc3)nn2c(C)c1Cl | -18 | 9 |
| Cc1cccc(C2c3[nH]c4ccccc4c3CCN2C(=O)c2cc(CC(C)C)nc(C)n2)n1 (configuration not stated) | -30 | 20 |
| CCN1C(=O)C2C(C1=O)N1C(c3cccs3)C3C(=O)N(CC)C(=O)C3N1C2c1cccs1 (configuration not stated) | -18 | 12 |
| COc1ccc(N2CCc3c(C)nc4c(OC)cc(OC)cc4c32)c(OC)c1 | -9 | 18 |
| CN(Cc1ccco1)c1ncnc2ccc(-c3ccc4c(c3)OCO4)cc12 | -31 | 11 |
| Cc1ccc(-c2nn(CC(=O)NC(C)c3ccccc3)c(=O)c3ccccc23)cc1 (configuration not stated) | -20 | 10 |
| CCN(CC(=O)Nc1ccccc1OC)C(=O)CCc1ccccc1 | -7 | 27 |
| Cc1ccc(/C=C2\SC(=S)N(CCC(=O)Nc3cccnc3)C2=O)cc1 | -17 | 23 |

Additional records follow.
| Compound | OX1R antag-1 | OX1R antag-2 |
| --- | --- | --- |
| Cc1ccc(O)c(C(=O)c2cc(C#N)c(=O)n(CC3CCCO3)c2)c1 (configuration not stated) | -11 | 4 |
| O=C(Nc1cccnc1)C1(c2ccc(Cl)cc2)CCCC1 | -13 | 15 |
| CCC(=O)Nc1c(C(=O)N2CCCCCC2)cnn1-c1ccc(C)c(C)c1 | -12 | 16 |
| COC(=O)c1ccc(C(=O)N2CCCC(N3CCN(c4ccccc4)CC3)C2)nc1 (configuration not stated) | 11 | 10 |
| O=C(/C=C/c1ccco1)NCCCN1CCN(CCCNC(=O)/C=C/c2ccco2)CC1 | -12 | 13 |
| COc1ccc(N(CC(=O)N2CCOCC2)S(C)(=O)=O)cc1OC | 0 | 14 |
| O=C(Nc1nccs1)c1cccc(NC(=O)C(F)(F)F)c1 | -8 | 15 |
| O=[N+]([O-])c1ccc(NC(=S)N2CCN(c3ccccc3)CC2)cc1 | -4 | 3 |

Going on with the list.
| Compound | OX1R antag-1 | OX1R antag-2 |
| --- | --- | --- |
| Clc1ccc(C(c2ccccc2)N2CCNCC2)cc1 (configuration not stated) | -17 | 20 |
| C=CCn1c(N2C(=O)CC(Cc3ccccc3)C2=O)nc2ccccc21 (configuration not stated) | -30 | 25 |
| CC1CCN(C(=O)CSc2nnc(-c3cccs3)o2)CC1 | -22 | 19 |
| O=C(Cc1ccc(Br)cc1)NCCN1CCOCC1 | -13 | -1 |
| CSc1nc(C)c(Cl)c(C)c1C#N | -8 | 19 |
| COc1cccc(-c2nc(-c3ccccc3)no2)c1 | -1 | 17 |
| CN(CCOc1ccccc1)C(=O)CCc1nc2sc3c(c2c(=O)[nH]1)CCCC3 | -20 | 44 |
| Cc1ccnc(SCc2cn3c(C)cccc3n2)n1 | -25 | 12 |

(further entries)
| Compound | OX1R antag-1 | OX1R antag-2 |
| --- | --- | --- |
| CCc1cc(=O)[nH]c(SCC(=O)N2CCOCC2)n1 | -8 | 9 |
| O=C(NCc1cccnc1)NC1(C(F)(F)F)Oc2ccc(Cl)cc2O1 (configuration not stated) | -14 | 8 |
| CN(C(=S)NC(=O)C1(C)CC1(Cl)Cl)c1ccccc1 (configuration not stated) | -24 | 9 |
| CCCCc1ncc(CN2CCC(n3nccc3NC(=O)c3ccccc3OC)CC2)[nH]1 | -22 | 3 |
| O=S(=O)(c1ccc(Br)cc1)c1nc(-c2ccccc2)oc1NCCN1CCOCC1 | -18 | 12 |
| Cc1nn(C)cc1[C@@H]1C[C@H]2CN(Cc3cccc(Cl)c3)C(=O)[C@]23CCCN13 | -28 | 12 |
| CCOc1ccc(Br)cc1S(=O)(=O)Nc1cccc(S(=O)(=O)N(C)C)c1 | -34 | 22 |
| CSCCC(NC(=O)c1ccccc1)C(=O)OCC(=O)N(C)CCC#N (configuration not stated) | -2 | 15 |

Other entries
| Compound | OX1R antag-1 | OX1R antag-2 |
| --- | --- | --- |
| Cc1nn(C)c(Oc2ccccc2)c1CCNC(=O)C(C)(C)C | -19 | 6 |
| CN1C(=O)CC(n2c(CO)nc3ccccc32)C1=O (configuration not stated) | 14 | 2 |
| COCCNC(=O)/C(C#N)=C1\N=C(N)c2ccccc21 | -10 | 56 |
| Cc1ccc(C)c(NS(=O)(=O)c2cc(C(=O)NCc3ccncc3)ccc2C)c1 | -2 | 18 |
| COC(=O)c1ccc2nc(C3CCCCC3)c3c(c2c1)CCC3 | -9 | 8 |
| CCC(CC)c1nn2c(N)c(/C=C3\C(C)=Nc4ccccc43)c(=O)nc2s1 | 19 | 44 |
| O=C(COC(=O)c1cc(S(=O)(=O)N2CCCCC2)ccc1Cl)NCc1ccco1 | -27 | 5 |
| CCn1ncc(NC(=O)Nc2cccc(C(F)(F)F)c2)c1C(N)=O | -18 | 3 |

Continuation.
| Compound | OX1R antag-1 | OX1R antag-2 |
| --- | --- | --- |
| O=C(COC(=O)Cc1c[nH]c2ccccc12)NC1CCS(=O)(=O)C1 (configuration not stated) | -7 | 10 |
| CC(=O)c1ccc(OCC(=O)Nc2ccccc2C(=O)NC2CC2)cc1 | -9 | 0 |
| Cc1ccc2occ(/C=C/C(=O)c3ccccc3O)c(=O)c2c1 | -10 | 15 |
| O=C(Nc1nnc(Cc2ccc(Cl)cc2)s1)c1cccs1 | 4 | 8 |
| Cc1ccc(CNC(=O)CS(=O)Cc2nc(-c3ccccc3C)oc2C)cc1 (configuration not stated) | -31 | 16 |
| COCC(=O)Nc1ccccc1C(=O)Nc1ccc(OC)cc1 | -7 | 13 |
| Cc1ccnc(N2C(=O)OC(C)(C)C2(C)O)c1 (configuration not stated) | -19 | 14 |
| Cc1ccc(-n2nnnc2SCC(=O)NCCC2=CCCCC2)c(C)c1 | -28 | 19 |

Next structures follow.
| Compound | OX1R antag-1 | OX1R antag-2 |
| --- | --- | --- |
| CCn1nc(C(=O)NNC(=O)c2ccccc2)c2ccccc2c1=O | -16 | 2 |
| CCN(CC)CCn1c2c(c(SCC(=O)Nc3cc(C)cc(C)c3)nc1=O)CCC2 | -13 | 12 |
| CCC(NC(=O)NC1=NCCS1)(C(F)(F)F)C(F)(F)F | 0 | 8 |
| COc1ccccc1CC(=O)Nc1cccc(C)n1 | 1 | 30 |
| Cc1cc(C)c2c(N)c(C(=O)Nc3ccccc3F)sc2n1 | -20 | 3 |
| COc1ccccc1NC(=O)N1CCCC(c2nc3c(nnn3Cc3ccc(C)cc3)c(=O)[nH]2)C1 (configuration not stated) | -31 | 6 |
| Cc1ccccc1NC(=O)Cc1nc(COC(=O)CNS(=O)(=O)c2cccc(Br)c2)cs1 | -17 | 5 |
| COC(=O)[C@@]1(C)CC[C@]2(C)CC[C@@]3(C)C(=CC(=O)C4[C@@]5(C)CC[C@H](O)C(C)(C)[C@@H]5CC[C@]43C)[C@H]2C1 (some centres not stated) | -1 | 15 |

Remaining list, next part:
| Compound | OX1R antag-1 | OX1R antag-2 |
| --- | --- | --- |
| CCN(CC)c1nc(C)c(C(=S)Nc2cc([N+](=O)[O-])ccc2Cl)s1 | -16 | 9 |
| Cc1cc(C(=O)NC2CCCC(C)C2C)c2ccccc2n1 (configuration not stated) | -26 | 9 |
| CC(=O)CCc1oc2ccc(C)cc2c1Cc1ccccc1 | -29 | -7 |
| O=C(CN1C(=O)CSC1=O)Nc1ccc(F)c(F)c1F | -24 | 7 |
